GPT2 inhibitor: GPT2 alanine aminotransferase inhibition | Recombinant GPT2, coupled pyruvate oxidase/HRP Amplex Red fluorescence | AID 1671188 | Q8TD30 | Potency, µM (highest dose often 57.7 µM), inactives show at the top dose activity change, negative = inhibition, actives largely listed as inhibitors | hit rate 0.25% among 100,000; further: potency means the concentration at half of the fitted maximal effect; nearly all actives have a fitted effect of over 60% in size; many of its hits are not listed in these tables
Target sequence (Q8TD30 whole entry, looked up): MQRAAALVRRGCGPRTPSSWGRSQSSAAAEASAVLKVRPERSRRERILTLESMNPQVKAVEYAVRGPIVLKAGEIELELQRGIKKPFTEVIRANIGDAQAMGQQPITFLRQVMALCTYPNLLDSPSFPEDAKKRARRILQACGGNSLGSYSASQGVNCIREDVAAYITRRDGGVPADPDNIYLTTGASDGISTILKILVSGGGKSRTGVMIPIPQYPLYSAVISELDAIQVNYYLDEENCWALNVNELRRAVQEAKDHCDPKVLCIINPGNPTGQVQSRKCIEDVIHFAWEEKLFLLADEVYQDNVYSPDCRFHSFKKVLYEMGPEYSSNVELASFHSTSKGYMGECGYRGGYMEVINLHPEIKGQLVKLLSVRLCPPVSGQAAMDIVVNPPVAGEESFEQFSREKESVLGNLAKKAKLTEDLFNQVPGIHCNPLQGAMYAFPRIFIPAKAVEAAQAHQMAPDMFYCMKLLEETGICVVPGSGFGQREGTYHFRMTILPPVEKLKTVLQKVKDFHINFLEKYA
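Inhibition is scored from Amplex Red fluorescence generated when pyruvate oxidase and HRP act on pyruvate released by GPT2. Reactions contain 10ng/uL enzyme, 250uM a-KG and 2mM L-alanine and run 30 min at room temperature.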
SNCA viab count: reduces viability of HEK-293 SNCA reporter cells; HEK-293-SNCA-luc viability, GF-AFC fluorescence, 24 h; Potency, µM (titrated, usually from 57.1 µM), for the others: at the top dose activity change, negative = cytotoxicity, most hits filed as cytotoxic; hit rate 0.12% among 150,000;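 further: potency means the concentration at half of the fitted maximal effect; 0% = DMSO-treated cells and -100% = medium-only wells without cells; nearly all actives have a fitted effect of over 30% in size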
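Cytotoxicity counterscreen: after 24 h compound treatment of genome-edited SNCA-luciferase HEK-293 cells, live-cell protease substrate GF-AFC read by fluorescence after 30 min; activity scaled between DMSO (0%) and medium-only (-100%), curves Hill-fitted.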
NIH3T3 tox: kills NIH 3T3 cells; NIH 3T3 viability, CellTiter-Glo ATP luminescence, 48-72 h; hit rate 4.3% among 94,000; Potency, µM (highest dose often 96.7 µM), for inactives: top-dose activity change, negative = cytotoxicity, hits mostly inhibitors; further: potency means the concentration at half of the fitted maximal effect; nearly all actives have a fitted effect of over 55% in size
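Cytotoxicity is measured as loss of cellular ATP: NIH 3T3 cells (400/well) are exposed to compound for 48 or 72 hr at 37 °C, then CellTiter-Glo luminescence is imaged after 10 min at room temperature.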
SNCA expr inh: reduces expression of the alpha-synuclein gene | HEK-293 SNCA-luciferase knock-in, luminescence, 24 h | Potency, µM (top dose mostly 57.2 µM), without a hit: top-dose activity change, negative = inhibition, usual class: inhibitors | hit rate 0.17% among 140,000 | AID 1671194;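 further: potency means the concentration at half of the fitted maximal effect; plate controls were DMSO cells for no effect and cell-free wells for full effect; nearly all actives have a fitted effect of over 45% in size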
Luciferase inh: blocks purified firefly luciferase enzyme activity | purified P. pyralis luciferase, luminescence, biochemical | Potency, µM (series often up to 115 µM), for the others: at the top dose activity change, negative = inhibition, most hits filed as inhibitors | P08659 | hit rate 2.5% among 76,000; further: potency means the concentration at half of the fitted maximal effect; nearly all actives have a fitted effect of over 65% in size
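Inhibitors were tested against purified firefly luciferase in a biochemical, low-substrate format (both substrates at 10uM) and luminescence measured with a CCD imager.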
HEK293 tox: kills HEK 293 cells. HEK 293 viability, ATP luminescence (CellTiter-Glo), 48-72 h. Potency, µM (top dose mostly 115 µM), for inactives: at the top dose activity change, negative = cytotoxicity, usual class: inhibitors. hit rate 6.6% among 94,000; further: potency means the concentration at half of the fitted maximal effect; nearly all actives have a fitted effect of over 60% in size
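CellTiter-Glo luminescence (cellular ATP) was read after 48 or 72 hr of compound exposure at 37 degree Celsius. Cells were HEK 293 plated at 250 cells/well.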
IP6K1 inhibitor: IP6K1 kinase inhibition | Q92551 | IP6K1 kinase, ADP-Glo luminescence, 2 h; stronger effect = lower value | activity change, % (series mostly up to about 58 µM) | hit rate 0.81% among 140,000; in the data active means activity change below about -25%
Target sequence (Q92551 whole entry, looked up): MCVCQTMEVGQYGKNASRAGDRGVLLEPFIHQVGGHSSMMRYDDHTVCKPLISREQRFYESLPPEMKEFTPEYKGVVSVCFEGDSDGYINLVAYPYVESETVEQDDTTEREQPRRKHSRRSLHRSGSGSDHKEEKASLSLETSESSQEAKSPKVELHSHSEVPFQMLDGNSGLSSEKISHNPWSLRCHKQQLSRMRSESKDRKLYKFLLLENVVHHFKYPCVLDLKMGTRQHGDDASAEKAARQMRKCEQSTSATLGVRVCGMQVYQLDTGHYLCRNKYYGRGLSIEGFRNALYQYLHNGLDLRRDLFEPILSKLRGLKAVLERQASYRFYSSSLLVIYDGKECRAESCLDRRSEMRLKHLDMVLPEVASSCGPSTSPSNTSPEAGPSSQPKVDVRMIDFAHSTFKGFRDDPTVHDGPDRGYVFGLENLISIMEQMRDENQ
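ADP-Glo luminescence measures ADP made by human IP6K1 during a 2 h RT reaction with ATP/IP6 (mix at 1.3 mM/130 uM); top library doses 57.5 and 19.1 uM final.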
* = called active by the depositor; i = inactive; ? = inconclusive; / = not tested or not shown; [ ] = dose if it differs, or a comment. Unless noted, the call rests on the fitted dose curve; in most records, active means well fitted curve in the direction sought with a large enough effect; inconclusive means small, poorly fitted or top-dose-only effect, or another doubt; inactive means no such curve, though single readings can be large; an effect the other way counts as inactive or inconclusive. Unless noted, on the % scale 0 is the no-effect control and ±100 the full control effect.

1) Cc1nn(CC(=O)N2CCN(c3ccccc3F)CC2)c(=O)c2nc(C(C)C)sc12
2) COc1cccc(N2CC3(COCC2=O)CN(c2ccc(C(F)(F)F)cn2)C3)n1
3) COc1ccccc1-c1cc(C(=O)NCCc2ccccc2)nn2cnnc12
4) O=C1NCCCCCN(C(=O)Nc2ccccc2F)[C@H]2CCC[C@@H]12
5) COc1ccc(C(=O)N2CC(c3nc(CCOCC4CC4)no3)C2)c(OC)n1
6) Cc1cc(C)cc(NC(=O)Cn2c(C(F)(F)F)nc3ccccc32)c1
Assay by compound,1,2,3,4,5,6
Luciferase inh,6.8%,-4.0%[172 µM],/,6.0%,2.5%,/
HEK293 tox,-11.8%,?,?,i,4.0%,/
GPT2 inhibitor,?,?,-4.2%,i,-6.8%,/
SNCA viab count,-2.2%,-20.0%[87.6 µM],-17.3%,5.2%,5.4%,2.5%
NIH3T3 tox,-1.3%,?,-28.1%,-3.4%,-8.4%,/
IP6K1 inhibitor,13.0,6.5,-1.3,-13.7,19.9,4.3
SNCA expr inh,-13.9%,-4.1%[87.6 µM],-5.3%,8.6%,35.2%[activator],22.7%

7) O=C(NC1CCCC1)c1ccc2nnc(-c3cccc(OC(F)(F)F)c3)n2c1
8) C[C@H]1CC[C@H]2[C@@H](C=C[C@@](C)(O)[C@]2(C)C(=O)CCO)C1
9) CCCCOc1ccc(CNC(=O)c2cnc3sc(N4CCCCCC4)nn3c2=O)cc1
10) Cc1cccc(NC(=O)Cn2cccc2-c2nc(-c3ccc(F)cc3)no2)c1
11) COc1ccc(C(=O)N[C@@H]2c3ccccc3C3(CCNCC3)[C@H]2OC)c(C)c1
12) CCOC(=O)[C@H](CCc1ccccc1)N[C@@H](C)C(=O)N1[C@@H](C(=O)O)C[C@H]2CCC[C@@H]21
Assay by compound,7,8,9,10,11,12
Luciferase inh,/,/,/,-3.0%,2.7%,/
HEK293 tox,?,/,/,1.5%,i,/
GPT2 inhibitor,i,i,/,1.4%,-1.8%,i
SNCA viab count,-1.8%,-0.3%,6.7%,-5.9%,-17.1%,-27.5%
NIH3T3 tox,?,/,/,?,-3.4%,/
IP6K1 inhibitor,7.7,37.0,30.8,5.4,27.1,/
SNCA expr inh,-8.5%,/,9.2%,-5.0%,-29.5%,11.9%

13) COc1cccc(-c2noc(CC3CCN(C(=O)c4ccccc4C)CC3)n2)c1
14) Cc1csc(NC(=O)[C@@H]2CCC[C@@H](N(C)C)CN(C)C(=O)C2)n1
15) O=C(CCc1n[nH]c2c1CCCC2)N1CC[C@H]2CNC[C@H]21
16) CNc1ncc(CN(C)C(=O)c2cc(S(N)(=O)=O)ccc2F)cn1
17) O=C(c1ccc(F)cc1)N1C[C@@H]2C[C@H](C1)c1ccc(NS(=O)(=O)c3cccc(F)c3)c(=O)n1C2
18) COC(=O)CC(O)CC(O)/C=C/c1c(C)ccc2c1C(O)CC(C)C2 (stereo unspecified)
Assay by compound,13,14,15,16,17,18
Luciferase inh,5.1%,-3.5%[172 µM],1.1%,-0.5%,-11.7%,/
HEK293 tox,?,-4.4%[172 µM],i,-28.3%,-15.4%,/
GPT2 inhibitor,3.3%,4.7%[88.5 µM],-7.7%,-9.3%,-17.8%,i
SNCA viab count,-12.5%,4.9%[87.6 µM],1.6%,-14.3%,-6.5%,-14.4%
NIH3T3 tox,?,-0.6%[174 µM],i,-12.9%,-16.0%,/
IP6K1 inhibitor,-2.4,5.3,-1.0,-2.0,0.5,0.4
SNCA expr inh,4.1%,-11.3%[87.6 µM],12.8%,-11.3%,12.0%,/

19) COCCCNC(=O)CCc1ccc2c(c1)CN(C(=O)NC(C)C)CCO2
20) CNC(=O)c1cnn2ncccc12
21) COCC1CN(C)CC12CCN(C(=O)c1ccc(OC)c(F)c1)CC2 (stereo unspecified)
22) COCCN1CCCC[C@]2(C[C@H](CO)[C@H](c3ccco3)N2C(=O)Cc2ccc(OC)cc2)C1=O
23) CCn1ncc(NC(=O)Cn2ncc3cc(-c4ccc(C)cc4F)ccc32)n1
24) O=C(O)CO[C@@H]1COCC[C@H]1NC(=O)c1cc2c(s1)CCCCC2
Assay by compound,19,20,21,22,23,24
Luciferase inh,-6.2%,?,-2.5%,/,14.1µM*,-11.4%
HEK293 tox,-2.5%,i,-6.3%,?,-54.4%,i
GPT2 inhibitor,i,i,-7.3%,/,?,-2.9%
SNCA viab count,11.8%[12.5 µM],-0.8%[87.6 µM],-2.9%,/,-20.7%,-6.5%
NIH3T3 tox,-1.0%,i,1.8%,-32.4%,-64.9%,i
IP6K1 inhibitor,-3.5,-3.7,5.0,2.3,-7.2,-3.0
SNCA expr inh,53.4%[activator],-8.8%[87.6 µM],5.1%,/,38.6%[activator],5.5%

25) CNC(=O)c1ccc2nnc(-c3cccc([S+](C)(=O)[O-])c3)n2c1
26) CCn1c(=O)cc(OCC(=O)Nc2cc(OC)c(OC)c(OC)c2)c2ccccc21
27) O=C(c1nnc(CNc2ccc(OC(F)(F)F)cc2)n1-c1ccccc1)N1CCC[C@@H]1CN1CCCC1
28) COCCNC(=O)[C@@H]1C[C@H](Oc2cccnc2)CN1S(=O)(=O)c1ccc2c(c1)CCC2
29) O=C(NCc1ccccc1Cl)C1CN(C2CCCC2)C(=O)N1 (stereo unspecified)
30) CC(C)(CN)N1CCCC1
Assay by compound,25,26,27,28,29,30
Luciferase inh,/,/,-1.1%,-15.0%,/,/
HEK293 tox,-8.6%[172 µM],/,70.8µM*,-13.7%,-22.0%[172 µM],-1.6%[345 µM]
GPT2 inhibitor,i,/,?,?,i,-16.4%[192 µM]
SNCA viab count,10.3%[87.6 µM],-2.9%,-1.2%,?,-6.2%[12.5 µM],5.7%[183 µM]
NIH3T3 tox,-18.7%[138 µM],/,?,-19.7%,?,i
IP6K1 inhibitor,-3.3,2.6,-9.9,0.0,-15.2,-15.6
SNCA expr inh,-15.0%[87.6 µM],-20.2%,-4.4%,7.9%,17.0%[87.6 µM],?

31) Cc1ccc(NC(=O)C2CCN(C(=O)c3nnn4c3COC(c3ccc(C)cc3)C4)CC2)cc1 (stereo unspecified)
32) COc1ccccc1CCC(=O)N1CCc2nn(C)c(=O)n2CC1
33) O=C(C(c1cccnc1)N1CCOCC1)N(C/C=C/c1ccccc1)CCO (stereo unspecified)
34) O=C(CN1CCCc2nc(-c3ccncc3)ncc2C1=O)NCCCN1CCOCC1
35) O=C1NCCCC[C@@H]1NCc1ccccc1OCCCCN1CCOCC1
36) Cc1c(C(=O)Nc2cc(F)ccc2F)sc2nc(-c3ccc(F)cc3)cn12
Assay by compound,31,32,33,34,35,36
Luciferase inh,?,2.3%,0.0%,8.7%,-1.9%,/
HEK293 tox,-1.6%,i,-2.5%,-9.5%,-9.4%,/
GPT2 inhibitor,-21.4%,-11.3%,?,-11.6%,?,/
SNCA viab count,-0.9%,-2.8%,2.4%,0.7%,-10.0%,10.8%
NIH3T3 tox,-14.0%,-4.4%,-15.5%,-3.5%,-4.0%,/
IP6K1 inhibitor,-22.0,-6.5,6.7,0.0,-9.4,-2.8
SNCA expr inh,199.9%[activator],-28.0%,-10.1%,11.6%,-4.8%,14.3%

37) COC(=O)c1sccc1S(=O)(=O)N(CC(=O)Nc1cc(F)ccc1F)c1ccc(C)c(C)c1
38) Cc1ccccc1-c1cnc2[nH]cc(CC(=O)N3CCCC3)c2c1
39) COc1ccc2oc(=O)cc(CN3CCN(C(=O)c4ccccc4)CC3)c2c1
40) CC(C)CCNC(=O)c1cnc2n1CCN(Cc1cccs1)CC2
41) OC[C@H]1O[C@@H](n2cnc3c(NC4CCCCC4)ncnc32)[C@H](O)[C@@H]1O
42) CC(C)CC(=O)Nc1nnc(S(=O)(=O)N(C)c2ccc(Cl)cc2)s1
Assay by compound,37,38,39,40,41,42
Luciferase inh,/,7.1%[172 µM],/,13.4%[172 µM],/,/
HEK293 tox,/,89.1µM*,/,-25.8%[172 µM],/,/
GPT2 inhibitor,/,0.3%[88.5 µM],/,i,i,/
SNCA viab count,6.2%,-9.3%[87.6 µM],1.5%,-2.1%[87.6 µM],-7.5%,16.3%
NIH3T3 tox,/,?,/,?,/,/
IP6K1 inhibitor,-12.8,-9.7,-2.8,8.0,/,6.7
SNCA expr inh,58.9%[activator],-19.1%[87.6 µM],-1.7%,-23.1%[87.6 µM],16.8%,-2.7%

Excerpt: nos. 36–42
36) Cc1c(C(=O)Nc2cc(F)ccc2F)sc2nc(-c3ccc(F)cc3)cn12
37) COC(=O)c1sccc1S(=O)(=O)N(CC(=O)Nc1cc(F)ccc1F)c1ccc(C)c(C)c1
38) Cc1ccccc1-c1cnc2[nH]cc(CC(=O)N3CCCC3)c2c1
39) COc1ccc2oc(=O)cc(CN3CCN(C(=O)c4ccccc4)CC3)c2c1
40) CC(C)CCNC(=O)c1cnc2n1CCN(Cc1cccs1)CC2
41) OC[C@H]1O[C@@H](n2cnc3c(NC4CCCCC4)ncnc32)[C@H](O)[C@@H]1O
42) CC(C)CC(=O)Nc1nnc(S(=O)(=O)N(C)c2ccc(Cl)cc2)s1
Assay by compound,36,37,38,39,40,41,42
Luciferase inh,/,/,7.1%[172 µM],/,13.4%[172 µM],/,/
HEK293 tox,/,/,89.1µM*,/,-25.8%[172 µM],/,/
GPT2 inhibitor,/,/,0.3%[88.5 µM],/,i,i,/
SNCA viab count,10.8%,6.2%,-9.3%[87.6 µM],1.5%,-2.1%[87.6 µM],-7.5%,16.3%
NIH3T3 tox,/,/,?,/,?,/,/
IP6K1 inhibitor,-2.8,-12.8,-9.7,-2.8,8.0,/,6.7
SNCA expr inh,14.3%,58.9%[activator],-19.1%[87.6 µM],-1.7%,-23.1%[87.6 µM],16.8%,-2.7%

Next section:
43) CCc1ccccc1NC(=O)CN1C(=O)NC2(CCC(C)CC2)C1=O (stereo unspecified)
44) Cc1cnc(C(=O)N2CCCCCC2c2nnc(-c3ccccc3)o2)cn1 (stereo unspecified)
45) CCn1ccc(C(=O)N2CCC(CC(=O)NC3CC3)C2)n1 (stereo unspecified)
46) COc1ccc(Cn2cc(S(=O)(=O)c3ccc(Cl)cc3)c(=O)c3cc4c(cc32)OCO4)cc1
47) Cc1ccc(NC(=O)Cn2nc(C(F)(F)F)c3c2CCCC3)cc1C
48) CCS(=O)(=O)N1C[C@@H](COc2ccncc2)[C@H](c2ccccn2)C1
Assay by compound,43,44,45,46,47,48
Luciferase inh,8.3%,-8.1%,-7.1%,/,/,-9.0%
HEK293 tox,-3.5%,-24.9%,-6.4%,/,/,i
GPT2 inhibitor,-2.8%,i,i,/,/,1.2%
SNCA viab count,-11.8%,3.6%,10.7%[12.5 µM],4.4%,-5.0%,-6.0%
NIH3T3 tox,-10.9%,-22.1%,i,/,/,-4.2%
IP6K1 inhibitor,47.1,-5.6,1.9,-7.5,8.0,1.0
SNCA expr inh,-22.3%,5.4%,5.6%,-3.6%,-23.0%,-11.3%

High-throughput results (PubChem)

A portion of the library (hit frequency here may not be typical).
